Bioassay records deposited in PubChem by National Center for Advancing Translational Sciences (NCATS).
ERK EGF inh – blocks ERK signaling stimulated by EGF; HEK293-V1b, EGF-stimulated phospho-ERK AlphaScreen; AID 1454; Potency, µM (doses to about 11.5 µM), for the others: at the top dose activity change, negative = inhibition, hits mostly inhibitors; hit rate 0.41% among 130,000; active = well fitted inhibition curve with a large enough effect; inconclusive = small, poorly fitted or top-dose-only effect, or effect the other way;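 also: plate controls were stimulated vehicle wells for no effect and unstimulated vehicle basal for full effect; nearly all actives have a fitted effect of over 55% in size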
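Readout: AlphaScreen signal for phosphorylated ERK in lysed HEK293 cells stably expressing V1b. Stimulus 25 nM EGF, 5 min, following 30 min compound exposure. Data scaled to DMSO basal and full EGF activation.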
* marks the source's active call; other numbers are inactive results; ? = inconclusive; & = joins results of further samples; [ ] = remark or other dose. Potency is read from the fitted curve at half-maximal effect. The list is partial; the hit share may differ from the screen's.

structure | ERK EGF inh
FC(F)(F)c1cc(N2CCN(Cc3ccccc3)CC2)c2ccccc2n1 | -2%[57.5 µM]
O=C(c1cccnc1)N1N=C(c2cccs2)CC1c1ccc(F)cc1 (centres undefined) | 0%
O=C(CNC(=O)c1ccc(N2C(=O)c3ccccc3C2=O)cc1)OCC(=O)c1cccc2ccccc12 | -4%
CC(=O)Nc1cccc(NC(=S)Nc2ccc(F)cc2F)c1 | ?
CC1(C)CC[C@]2(C(=O)O)CC[C@@]3(C)C(=CCC4[C@@]5(C)CCC(O)C(C)(C)C5CC[C@@]43C)C2C1 (some centres undefined) | 12%
CCOC(=O)c1sc(N)c(C(=O)Nc2ccccc2)c1C | 2%
COC(=O)c1cn(NC(=O)c2ccccc2[N+](=O)[O-])c(=O)c2ccccc12 | -2%
CC(C)(C)C(C(Oc1ccc(Cl)cc1)n1cncn1)n1nnnc1C(c1cccc(Cl)c1)N1CCCCC1 (centres undefined) | -6%
ON/C=N/C(=S)Nc1ncc(C(F)(F)F)cc1Cl | ?
Cc1cc(C)n(-c2ccc(S(N)(=O)=O)cc2[N+](=O)[O-])n1 | -4%
Cc1ccc2c(c1)[nH]c1c(=O)n(Cc3ccco3)cnc12 | 2%[57.5 µM]
COc1ccc2c(c1)O[C@H](c1ccc3c(c1)OCO3)[C@@H](OC(=O)N[C@H](C)C1CCCCC1)C2=O | -3%&6%
CC1CCC2C(=O)N(c3ccc(NC4CCCCC4)c([N+](=O)[O-])c3)C(=O)C2C1 (centres undefined) | ?
CN1CCC(NC(=O)c2ccncc2)CC1 | -2%
COc1ccc(CCN(Cc2ccc(C(C)C)cc2)S(=O)(=O)c2ccc(S(=O)(=O)N(C)C)cc2)cc1OC | 2%
Cc1nn(-c2ccccc2)c(Oc2ccccc2)c1C=O | 3%
C(=C\c1ccccc1)/CN1CCN(Cc2nc(Cc3ccccc3)no2)CC1 | 36%
O=C(Nc1cccnc1)c1ccc(-c2cc(Cl)ccc2Cl)o1 | ?
O=C(Nc1ccccc1)C(=O)Nc1cccnc1 | -4%[57.5 µM]
Cn1c(CSCc2ccc(Cl)c(Cl)c2)n[nH]c1=S | 4%
COC(=O)c1c(C)cc(C)c2c1CC(C)(C)C2=O | -4%[57.5 µM]
COC(=O)Nc1ccc(S(=O)(=O)N2CCCc3cccc(O)c32)cc1 | -7%
COc1nc(C)nc(C)c1Oc1ccc(Cl)cc1Cl | -5%[57.5 µM]
Cc1csc(NC(=O)CSc2ccc3nnc(-c4ccncc4)n3n2)n1 | -5%
CCOC(=O)CC(NS(=O)(=O)Cc1ccccc1)c1ccc(C)cc1 (centres undefined) | -5%
Nc1ccc(C(=O)OCc2nc3c(ccc4ccccc43)[nH]2)cc1 | -3%
CCC(C)NC(=O)CSc1ccc(Cl)cc1 (centres undefined) | -1%
COc1ccc2c(c1)C=C(CN1CCC(CO)(CCc3ccccc3)CC1)CO2 | -4%
Cc1c(Br)c(O)c(Br)c2sc(=O)oc12 | -5%[57.5 µM]
Cc1ccc(Cl)cc1N(CC(=O)Nc1cccc(N(C)S(C)(=O)=O)c1)S(C)(=O)=O | -1%
COc1ccc2c(c1)NC(c1cc(Cl)cc(Cl)c1O)c1cccn1-2 (centres undefined) | -1%
CSc1ccccc1C(=O)N1CCN(c2ncccn2)CC1 | -2%
Cc1c(C(=O)C(=O)NCc2ccco2)c2ccccc2n1C | -9%
O=C(COc1nc2ccccc2nc1N1CCOCC1)Nc1cccc(S(=O)(=O)N2CCCCC2)c1 | -2%
FC(F)(F)c1ccc(/C=N/NC(=S)NC2CCCCC2)cc1 | -5%
Cc1noc(C)c1CC(=O)N1CCCC(C(=O)c2ccc(C(C)(C)C)cc2)C1 (centres undefined) | -7%[57.5 µM]
COc1ccc(-c2nn(-c3ccccc3)cc2/C=C\C(=O)Nc2ccc(C(=O)O)cc2)cc1 | -5%
CC(C)CNC(=S)NC1CC2CCCC(C1)N2C1CCCCC1 (centres undefined) | 0%
CCOc1ccccc1NC(=O)C(OC(=O)c1ccccc1NS(=O)(=O)c1cccs1)c1ccccc1 (centres undefined) | 2%
CCN(CC)C(=O)CNc1ccc(C(F)(F)F)cc1[N+](=O)[O-] | -3%
O=C(c1cccs1)C1CCCN(Cc2nc(Cc3ccccc3F)no2)C1 (centres undefined) | -12%[57.5 µM]
CC1(C)CN(c2cccc(-c3ccnc4ncnn34)c2)C1=O | 0%
CCOC(=O)N1CCC(N2C(=O)c3ccccc3C2Nc2ccc(S(=O)(=O)N(CC)CC)cc2)CC1 (centres undefined) | -1%[57.5 µM]
O=C(CCN1C(=O)/C(=C\c2cccs2)SC1=S)Nc1nccs1 | 1%
O=c1[nH]c(SCc2cccc(F)c2)nc2c1CCCC2 | -2%
COCCCn1c(=O)/c(=C\c2ccccc2OC(F)F)s/c1=C(/C#N)C(=O)N1CCOCC1 | 5%
Cc1ccsc1C(=O)OCC(=O)NCCC1=CCCCC1 | 7%
COC(=O)N1CCC2(CC1)CN(C(=O)Nc1cccc(F)c1)C2 | -1%
NC(=O)c1sc2nc3c(cc2c1N)CCC3 | -8%
COc1ccccc1C(=O)C1CCCN(C(=O)c2cc(CC(C)C)nc(C)n2)C1 (centres undefined) | -4%

Other entries
structure | ERK EGF inh
Cc1cc(C)c(-c2csc(Cc3nc(-c4cc5ccccc5oc4=O)cs3)n2)cc1C | 9%
COc1ccccc1CNCC(=O)N1CC(=O)Nc2ccccc21 | 2%
Cc1ccc(CC(=O)NCCC(=O)O)cc1 | -6%[57.5 µM]
COc1ccc(CN(Cc2cccn2C)S(=O)(=O)c2ccc(C)cc2)cc1 | -1%[57.5 µM]
CCN(CC)CCN(Cc1cc2ccc(C)cc2[nH]c1=O)C(=O)Nc1ccc(Cl)cc1 | -4%
COc1ccccc1Cc1nc(-c2cccnc2)no1 | 25%[57.5 µM]
CSc1ccccc1C(=O)C1CCCN(S(=O)(=O)c2c(C)noc2C)C1 (centres undefined) | 6%
CC(=O)Nc1sc(N/N=C\c2ccccc2)nc1-c1cccs1 | ?
COc1ccc([N+](=O)[O-])cc1/C=N/NC(=O)CNC(=O)c1cccc(F)c1 | -3%
COc1ccccc1-c1c(C)nn2c(N3CCCCCC3)cc(C)nc12 | -3%
CC(C)(C)NCC(O)Cn1cc(C=O)c2ccccc21 (centres undefined) | -6%
NC(=O)c1ccc2c(=O)n3c(-c4cc(Cl)c(N)c(Cl)c4)csc3nc2c1 | -10%[57.5 µM]
CCC(=O)Nc1ccc(C(=O)OCc2ccc(Cl)c(Cl)c2)cc1 | ?
COC(=O)[C@@]1(Cc2ccc(F)cc2)[C@H]2c3cc(C(=O)N4CCCC4)n(Cc4ccccn4)c3C[C@H]2CN1C(=O)c1ccccc1 | -8%
O=C(Nc1nnc(-c2cccs2)s1)C1CC1 | -4%
Cc1cc(Cl)ccc1OCCCC(=O)NN | 5%
O=C(c1ccccc1)N1CCN=C1c1ccccc1 | 6%
CC(=O)c1cccc(Nc2c([N+](=O)[O-])c(=O)oc3ccccc23)c1 | 10%[57.5 µM]
C=Cc1c(C)/c2[n-]/c1=C\c1[n-]c(c(CC)c1C)/C=c1\[n-]c3c(c1C)C(=O)C(C(=O)[O-])C=3c1[n-]c(c(C)c1CCC(=O)[O-])\C=2.[Cu].[Na+].[Na+] (centres undefined) | 11%
CCCCCN1C2=NCCN2c2ccccc21 | 11%
CCCn1c(C)nc2c(N(CCN(CC)CC)CCN(CC)CC)nc(C)nc21 | -10%
Cc1nnc2c3ccccc3c(Cl)nn12 | 3%
Cc1cc(NC(=O)Nc2cc(Cl)ccc2C)no1 | 6%[57.5 µM]
Cc1cc(C)n(-c2cccc(CN(C)Cc3nc(-c4cnccn4)no3)c2)n1 | 5%
COc1ccc(C(CC(=O)Nc2cc(OC)cc(OC)c2)n2cccc2)cc1 (centres undefined) | -3%
Cc1cccc(N/C(N)=N/c2nc(C(F)(F)F)cc(=O)[nH]2)c1C | 2%
COc1cccc(OCc2nnc(SCC(=O)NNC(=O)C3CCCCC3)n2C)c1 | -4%
CC(C)(C)NS(=O)(=O)c1cc(C(=O)Nc2sccc2C#N)ccc1Cl | 5%
CCN(CC)S(=O)(=O)c1ccc(C(=O)NC(=S)N(CCC#N)Cc2cccnc2)cc1 | 1%
CCN(CC)S(=O)(=O)c1ccc(N2CCCC2)c(NC(=O)Cc2ccccc2)c1 | -9%[57.5 µM]
O=C(NCCCN1CCOCC1)C(=O)N/N=C/c1c(Cl)cccc1Cl | -4%
CCCCn1c(=O)nc2n(-c3ccc(Cl)cc3)c3ccccc3cc-2c1=O | 8%
Cn1cccc1/C=N/NC(=O)C12CC3CC(CC(C3)C1)C2 | 6%
CCC(OC(=O)CN1C(=O)C(=O)c2ccccc21)C(=O)Nc1ccc(S(N)(=O)=O)cc1 (centres undefined) | 1%
O=[N+]([O-])c1cccc2ccc(/C=C/c3ccc(F)cc3)nc12 | ?
CCOc1cc(/C=N/O)cc(Br)c1OCC(=O)NCc1ccccc1 | 3%
NS(=O)(=O)c1ccc(NC(=S)N2CCN(c3ccc(Cl)c(Cl)c3)CC2)cc1 | 4%
CC(N)CCCC(C)(C)O (centres undefined) | 18%
Cc1cc(C)n(CC2CC(=O)N(c3ccc(Cl)cc3)C2=O)n1 (centres undefined) | -6%[57.5 µM]
Cc1cc(C)c(C#N)c(SCc2ccc(F)cc2)n1 | 3%
O=C(O)c1ccc(N/N=C2/CCCc3ccccc32)cc1 | -1%[57.5 µM]
Cc1cc(NC(=O)c2cc(C)on2)n(-c2ccccc2)n1 | 17%
COc1ccccc1N1CCN(C(=O)c2ccc(Cl)c(S(=O)(=O)N3CCCC3)c2)CC1 | ?
CCCS(=O)(=O)c1c(S(=O)(=O)CCC)c2c3ccccc3ccn2c1C(=O)OC | 2%
COC(=O)CCNc1n[nH]c(=O)[nH]c1=O | -5%
CCOC(=O)CN(C(=O)COc1nc(C)cc(C)c1C#N)c1cccc(Cl)c1 | 0%[57.5 µM]
CC(C)c1onc(C(=O)Nc2cccc(Cl)c2)c1[N+](=O)[O-] | -2%
O=c1[nH]nc(CNc2cccc(C(F)(F)F)c2)c2ccccc12 | -3%
Cn1nnnc1SCC(=O)NNC(=O)c1ccc(Cl)cc1 | -1%
CC[n+]1c(C)sc2sc3ccccc3c21 | ?

Grouped by structure, those above with a furan ring, fused or not
structure | ERK EGF inh
Cc1ccc2c(c1)[nH]c1c(=O)n(Cc3ccco3)cnc12 | 2%[57.5 µM]
O=C(Nc1cccnc1)c1ccc(-c2cc(Cl)ccc2Cl)o1 | ?
Cc1c(C(=O)C(=O)NCc2ccco2)c2ccccc2n1C | -9%

Back to the main list with the 5 entries that preceded the break.
structure | ERK EGF inh
CCOC(=O)CN(C(=O)COc1nc(C)cc(C)c1C#N)c1cccc(Cl)c1 | 0%[57.5 µM]
CC(C)c1onc(C(=O)Nc2cccc(Cl)c2)c1[N+](=O)[O-] | -2%
O=c1[nH]nc(CNc2cccc(C(F)(F)F)c2)c2ccccc12 | -3%
Cn1nnnc1SCC(=O)NNC(=O)c1ccc(Cl)cc1 | -1%
CC[n+]1c(C)sc2sc3ccccc3c21 | ?
S=C(Nc1ccc(Cl)cc1Cl)NC1CCCCC1 | ?
CC(C)C(C)NC(=O)COC(=O)c1cc(S(=O)(=O)N(C)C)ccc1N1CCCC1 (centres undefined) | -10%
O=C1CCCC(=O)C1=C1SCCCS1 | 3%
C/C(=N/OC(=O)c1c(-c2ccccc2Cl)noc1C)c1cnccn1 | 6%
Cc1c(Cl)cccc1NC(CC(=O)c1ccccc1)C(=O)O (centres undefined) | 1%
CC(=O)Nc1ccc(S(=O)(=O)Nc2ccc3c(c2)OCCO3)cc1 | 2%
COc1ccc(-n2c(Cc3cccn3C)nnc2SCC(=O)Nc2ccc(F)cc2)cc1 | 8%
CCc1nnc(NC(=O)CSc2nnc(CNc3ccc(OC)cc3)n2C)s1 | -7%
Cc1cc(C)c(C(=O)CN2C(=O)NC3(CCC(C)CC3)C2=O)cc1C (centres undefined) | -4%
Cc1ccc(-c2cc(C(F)(F)F)nn2-c2ccc(S(N)(=O)=O)cc2)cc1 | 5%
Cc1cc(=O)oc2cc(OCc3ccc(C(=O)OCC(=O)Nc4ccc(N(C)C)cc4)cc3)ccc12 | -4%
CC1CC(C)CN(C(=S)Nc2ccc3nc4n(c(=O)c3c2)CCCCC4)C1 (centres undefined) | 18%
Cc1onc(-c2ccc(Cl)cc2Cl)c1-c1csc(COc2ccccc2)n1 | -4%[57.5 µM]
CCOc1ncccc1C(=O)OCc1cccc([N+](=O)[O-])c1 | 6%
COC(=O)C1(C)NC(c2cccs2)C2C(=O)N(c3ccccc3F)C(=O)C21 (centres undefined) | 2%
Cc1ccc(-n2cnc3c(sc4nc(N5CCOCC5)c5c(c43)CCCC5)c2=O)cc1 | -5%[57.5 µM]
COCC(=O)N1CCC[C@@]2(CCN(Cc3cc(C(F)(F)F)cc(C(F)(F)F)c3)C2)C1 | 1%
COc1cccc(CN(C)CC(=O)NNC(=O)c2ccc(Cl)cc2)c1 | 1%
CCNS(=O)(=O)c1ccc(CCC(N)=O)cc1 | 3%
COc1c2c(nc3occc13)C(CC=C(C)C)(OC)C(OC(C)=O)CC2 (centres undefined) | -10%
